# H9c2 protect = modulators protecting cardiomyocytes from myocardial damage; H9c2 cardiomyocytes, H2O2 injury protection, ATPLite, 2 h; protection from H2O2 cell death, % at 20 µM; 360,000 tested, 0.63% active; AID 588492;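 active = compounds giving at least 50% protection of heart cells from peroxide-induced death in the single-dose screen, raw or plate-pattern-corrected value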;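 note: 0% = DMSO wells with peroxide and 100% = DMSO wells without peroxide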
# NOD2 RIPK2 PPI = inhibitors of human NOD2-RIPK2 interaction. inhibition, % at 4.98 µM. 360,000 tested, 0.38% active. CHO BLA complementation NOD2-RIPK2, CCF4 ratio. O43353; in the data active = inhibition above about 21%;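 note: 0% = vehicle only and 100% = reference blocker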
# MC4R barr agon = activates human MC4R beta-arrestin recruitment. U2OS MC4R beta-arrestin complementation, luminescence; percent of melanotan II response, DMSO zero. activation, % at 8.9 µM. 360,000 tested, 0.98% active;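 active = activation above a per-plate cutoff, the mean activation of sample wells on that plate plus 3 SD, cut at about 8% in these data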
# MC4R antagonist = antagonists of human melanocortin 4 receptor (MC4R); 360,000 tested, 0.48% active; AID 540295; inhibition, % at 6.5 µM; MC4R-expressing cells, MTII-stimulated cAMP, LANCE TR-FRET; P32245;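 active = inhibition above its plate's cutoff, the mean of tested wells on that plate plus 3 SD, cut at about 29% in these data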;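 note: 0% = Melanotan II alone and 100% = Melanotan II plus saturating MCL0020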
#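 Assay system: U2OS cells stably expressing human melanocortin 4 receptor (MC4R) / Dosing: 6.5 µM / Timing: compound 30 min, challenge 1 h, detection 1 h / Measured by: Eu-cAMP/anti-cAMP TR-FRET, emission 671 nm / Replicates: singlicate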
# NCOA2 inhibitor = human SRC2 (NCOA2) inhibition; Q15596; HEK293 GAL4-SRC2 luciferase reporter, luminescence; inhibition, % at 9 µM; 370,000 tested, 0.17% active; AID 651957;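 active = inhibition above the mean inhibition of all tested compounds plus 3 SD, set per campaign, cut at about 52% in these data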;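 note: 0% = DMSO treated cells and 100% = cells given Gossypol at 36 µM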
# Glyco luc inh = N-linked glycosylation inhibition; D54 ERlucT glycosylation luciferase reporter, 24 h; percent of 100 nM tunicamycin response; reporter increase, % at 12.5 µM; 360,000 tested, 0.23% active;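 active = mean luciferase reporter signal, scaled so untreated is 0 and the glycosylation-blocking control 100, at or above a set limit in every replicate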;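 note: luciferase carries N-glycosylation sites so blocking glycosylation raises the light; 0% = median of neutral control wells and 100% = median of 100 nM tunicamycin wells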
# ABCB6 inh 2 = blocks the human ABCB6 transporter; fluorescence ratio to DMSO, % at 10 µM; 360,000 tested, 0.19% active; AID 602162; Q9NP58; K562-ABCB6 porphyrin accumulation, flow cytometry, 1 h; stronger effect = lower value;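 active = fluorescence ratio to DMSO below 75%, the collection mean minus 3 SD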;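 note: signal is porphyrin accumulated inside mitochondria; 100% equals median channel fluorescence of DMSO control wells; lower ratio means ABCB6 inhibition with less porphyrin fluorescence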
# Target sequence (Q9NP58 whole entry, looked up): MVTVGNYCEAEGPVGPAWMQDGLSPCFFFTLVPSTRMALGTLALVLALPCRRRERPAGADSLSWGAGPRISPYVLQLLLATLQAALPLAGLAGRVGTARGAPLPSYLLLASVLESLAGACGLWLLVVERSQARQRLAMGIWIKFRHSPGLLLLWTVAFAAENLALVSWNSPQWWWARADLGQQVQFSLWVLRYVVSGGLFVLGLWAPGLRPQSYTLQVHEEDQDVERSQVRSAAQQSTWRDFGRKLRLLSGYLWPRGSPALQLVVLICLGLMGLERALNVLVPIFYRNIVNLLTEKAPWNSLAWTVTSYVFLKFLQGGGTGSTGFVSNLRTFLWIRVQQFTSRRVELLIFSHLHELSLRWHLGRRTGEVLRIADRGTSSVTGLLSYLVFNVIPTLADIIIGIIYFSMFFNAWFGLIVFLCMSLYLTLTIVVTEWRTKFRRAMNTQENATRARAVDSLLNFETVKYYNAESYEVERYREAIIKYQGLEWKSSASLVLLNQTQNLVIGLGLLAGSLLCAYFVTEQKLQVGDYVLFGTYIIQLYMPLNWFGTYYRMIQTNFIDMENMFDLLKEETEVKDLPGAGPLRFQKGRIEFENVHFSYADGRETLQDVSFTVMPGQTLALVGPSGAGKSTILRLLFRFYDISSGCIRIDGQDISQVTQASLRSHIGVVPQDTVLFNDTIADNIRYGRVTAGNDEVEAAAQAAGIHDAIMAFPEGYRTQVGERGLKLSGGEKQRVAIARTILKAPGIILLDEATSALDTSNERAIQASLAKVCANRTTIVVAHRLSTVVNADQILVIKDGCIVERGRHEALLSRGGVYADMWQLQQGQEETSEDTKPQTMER
# ABHD5 PLIN5 PPI = blocks binding of human ABHD5 to perilipin-5; Split G. princeps luciferase complementation, luminescence, 4 h; 360,000 tested, 0.78% active; AID 602281; Q00G26+Q8WTS1; inhibition, % at 4 µM;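 active = inhibition above the mean inhibition across every tested compound plus 3 SD, cut at about 22% in these data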;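 note: 0% = DMSO only wells and the 100% control is not disclosed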
# m5-HT2A agonist = agonists of mouse serotonin 5-HT2A receptor (HTR2A); activation, % at 7.6 µM; CHO-K1 mHTR2A beta-arrestin complementation, luminescence; percent of 30 µM serotonin response; P35363; 360,000 tested, 0.66% active; AID 624169;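 active = activation above a run cutoff, the mean activation of all tested compounds plus 3 SD, cut at about 14% in these data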;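 note: 0% = plate median of compound wells and 100% = 30 µM serotonin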
# TLR9-MyD88 block = TLR9-MyD88 interaction inhibition; Q9NR96+Q99836; CHO BLA complementation TLR9-MyD88, CCF4 FRET ratio; inhibition, % at 4.98 µM; 340,000 tested, 0.21% active;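 active = inhibition above the mean over all tested compounds plus 3 SD, cut at about 21% in these data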;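 note: 0% = DMSO only wells and 100% = clavulanate BLA inhibitor control wells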
# Active calls of the source: *; · = not tested or not shown. Only part of the results is shown. The share of hits here may be higher or lower than overall.
SMILES,H9c2 protect,NOD2 RIPK2 PPI,MC4R barr agon,MC4R antagonist,NCOA2 inhibitor,Glyco luc inh,ABCB6 inh 2,ABHD5 PLIN5 PPI,m5-HT2A agonist,TLR9-MyD88 block
CCC(=NCc1cccnc1)c1c(O)n(-c2ccc(Cl)cc2)c(=O)[nH]c1=O,-2,-2,0.1,13,-8,-2,100,7,3,11
C[C@]12CCC3C(CC[C@H]4C[C@@H](O)[C@H](O)C[C@]34C)C1CC[C@@H]2O (stereo partly specified),14,-4,-1.2,-2,-44,0,99,1,-3,-8
CN1C(=O)C(Cc2ccc(OCc3ccccc3)cc2)C(=O)N(C)C1=O,-2,-12,-0.8,8,-41,1,95,0,1,6
COc1ccc(OP(=O)(Nc2ccccc2)Nc2ccccc2)cc1,-1,-4,-2.2,8,-41,-3,104,0,6,-3
COC(=O)c1ccccc1N=Cc1c(O)[nH]c(=O)[nH]c1=O,0,6,1.7,12,-1,1,101,-14,-1,4
Cc1nc2sccc2c(=O)n1-c1ccccc1Cl,2,-7,0.6,-13,0,1,100,-5,3,-3
COc1cc(CNCCc2c[nH]c3ccccc23)cc(OC)c1,-1,1,-0.4,-2,-39,-3,99,-3,8,-12
COC1=C[C@@H]2C3=C([C@@H]2C1=O)[C@@H](NC(C)=O)CCc1cc(OC)c(OC)c(OC)c13,-1,11,0.0,10,-27,0,100,2,1,2
c1ccc(CN2CCN(Cc3ccc4c(c3)OCCO4)CC2)cc1,-5,5,1.3,1,-3,-1,101,3,-2,-9
O=c1[nH]c(=O)n(CCC2=CCCCC2)c(O)c1/C=N/Nc1cccc2ccccc12,3,-19,3.4,15,19,1,124,-19,-1,-11
Cc1ccc(Cn2nnnc2CN2CCC(n3nnc4ccccc43)CC2)cc1,3,-5,0.3,-2,12,0,98,3,-6,5
O=c1[nH]c(=S)[nH]c(O)c1/C=C1/C=c2ccccc2=N1,0,-20,-1.5,-28,-5,10,100,-14,2,2
COc1ccc(CNC(=O)CCC(=O)N2C[C@H]3C[C@H](C2)c2cccc(=O)n2C3)cc1,0,-8,-0.9,5,16,1,103,0,-5,9
O=C1C2CCCN2C(c2ccc(Cl)cc2)N1c1ccccn1 (stereo unspecified),4,-10,-0.9,-2,2,0,94,2,1,1
COc1ccc2c(c1)C1(C(=O)O)CC=CCC1(C(=O)O)C2 (stereo unspecified),-1,6,-3.0,2,25,4,88,-1,6,1
COc1cc(C)c(CN2CCN(c3ccccc3)CC2)cc1C,2,-1,1.8,-7,-12,-4,93,1,-1,-10
CN(C)P1(N(C)C)=NC(C(F)(F)F)=NC(C(F)(F)F)=N1,-2,-2,1.2,-4,-7,2,100,-3,-2,7
C/C(Cl)=C/CC1(CN2CCCC2=O)C(=O)NC(=O)NC1=O,2,-2,0.5,6,10,0,97,4,0,4
CC12CCC3C(CC=C4CC(O)CCC43C)C1C/C(=C\c1ccccc1F)C2=O (stereo unspecified),4,-2,27*,7,1,-8,98,-1,2,3
CN(Cc1cccc(-c2ccncc2)c1)C(=O)Oc1ccccc1Cl,·,-11,·,·,·,·,95,-5,-4,·
CC(=O)O[C@@]12CO[C@@H]1C[C@H](O)[C@@]1(C)C(=O)[C@H](O)C3=C(C)[C@@H](O)C[C@@](O)([C@@H](OC(=O)c4ccccc4)C12)C3(C)C (stereo partly specified),4,-6,-2.0,8,1,18,101,-5,1,-1
CC(C)c1ccc(N2C(=O)NC(=O)/C(=C/c3cnc(-c4ccccc4)nc3)C2=O)cc1,2,8,-1.1,5,-30,-4,104,12,1,-4
NC(N)=N/N=C/c1ccc(N(c2ccccc2)c2ccccc2)cc1,-22,16,3.8,10,-1,-19,98,-16,-5,9
O=C(c1ccc(F)cc1)N1CCC2(CC1)OCCO2,6,-9,-2.8,2,-11,1,97,-1,-1,0
CC1CCN(C(CC(=O)c2ccccc2)C(=O)c2ccccc2)CC1 (stereo unspecified),-11,28*,-1.9,0,-54,3,100,42*,-6,0
CC1(C)N2CC3([N+](=O)[O-])CN1CC([N+](=O)[O-])(C2)C3,-2,-10,-1.2,-2,0,3,97,-4,2,13
COc1ccc(SCC2CN(C)CCC2c2ccc(F)cc2)cc1 (stereo unspecified),-6,4,0.8,3,-25,0,100,-36,-7,-4
O=c1c2ccccc2ncn1-c1ccc([N+](=O)[O-])c(C(F)(F)F)c1,-8,3,-1.9,17,-16,-1,102,2,5,2
CCOc1cc(C2C(C#N)=C(N)Oc3c2c(=O)oc2ccccc32)ccc1OC(=O)c1cccs1 (stereo unspecified),23,-10,2.8,14,-1,-1,102,-3,1,-40
CN1C(=O)C(=Cc2ccc(N3CCOCC3)o2)C(=O)N(C)C1=O,2,-9,1.2,0,-17,2,107,14,1,3
CC(=NC1CCN(Cc2ccccc2)CC1)c1c(O)n(C)c(=O)n(C)c1=O,4,1,2.3,12,18,0,100,0,1,-11
CCOC(=O)C1C(=O)N(C)C2(C)CC1c1ccccc1O2 (stereo unspecified),6,-3,0.1,9,-19,1,100,4,3,4
O=C1NC(=S)N(c2ccc(F)cc2)C(=O)/C1=C\c1ccoc1,4,7,-1.4,-7,·,2,77,-4,0,-9
O=C(COc1ccccc1Cl)N1CCCC(N2CCN(c3ccc(F)cc3)CC2)C1 (stereo unspecified),-6,-6,0.5,1,13,2,98,-2,-2,-3
O=C(/C=C/c1ccc2c(c1)OCO2)c1c(O)n(CCC2=CCCCC2)c(=O)[nH]c1=O,-6,-9,0.5,1,-25,1,100,0,3,3
CCCCNC(=O)Nc1ccc(C(O)(C(=O)OC)C(F)(F)F)cc1 (stereo unspecified),-9,7,0.4,6,-12,-1,99,-2,5,6
CCOC(=O)c1ccc2c(c1)n(Cc1ccccc1)c(C)[n+]2CC,5,-14,0.7,-4,6,1,84,-2,2,6
CC(C)(C)C(=O)OC[N+](C)(C)CCOC(=O)C(O)(c1ccccc1)C1CCCC1 (stereo unspecified),1,-3,-1.3,2,-13,-2,92,6,2,11
CCOP(=O)(Cc1cc(C(=O)CC)c(C)o1)OCC,5,-9,1.1,0,-18,0,99,-1,-1,·
CCOC(=O)C(O)(c1ccc(NC(=S)NC(=O)c2ccc(Cl)cc2Cl)cc1)C(F)(F)F (stereo unspecified),-9,-5,0.7,-9,-16,-4,85,-7,-4,8
Cc1c(C(=O)C(=O)N2CCC3(CC2)OCCO3)c2ccccc2n1C,-4,3,-1.7,13,-11,0,102,0,2,-1
CN1CCN(C(=O)COc2ccc(C(C)(C)C)cc2Br)CC1,-6,-5,1.9,6,13,3,91,7,-9,-6
O=C1/C(=C/c2cccnc2)N2CCC1CC2,-1,-3,-1.4,21,-1,-1,95,1,0,-14
CCCC[N+]12CCC(CC1)C(Cc1ccccc1)C2 (stereo unspecified),0,-11,1.5,-7,-17,0,107,-9,2,·
Cc1ccc2c(c1)C1CN(C)CCC1N2C(=O)c1cccnc1Cl (stereo unspecified),2,-3,-3.2,2,26,0,102,0,-1,-1
NC(Cc1nc2ccccc2[nH]1)c1ccc(Cl)cc1 (stereo unspecified),-10,-3,0.1,-1,-37,-9,102,-2,-1,-3
COc1cc(CNCCc2ccc3c(c2)OCO3)ccc1O,2,2,-1.5,12,-8,0,101,8,5,-1
O=C1c2ccccc2C(=O)N1Cc1nc2ccccc2c(=O)n1-c1ccc(Br)cn1,10,0,-0.3,-4,0,0,98,-5,-3,-3
CCOC(=O)c1ccc(NC(=O)N2C[C@@H]3C[C@@H](C2)c2cccc(=O)n2C3)cc1,-2,-5,-1.7,11,18,4,101,0,25*,3
Cn1cccc1CN1CCN(C(=O)COc2ccccc2)CC1,-7,-6,-0.2,-6,17,2,103,0,-4,-1
CCCCn1c(=O)c(C(=O)Nc2ccccn2)c(O)c2ccccc21,-8,-2,2.8,9,12,-3,103,-2,9,-1
O=C1CC(=O)N(c2ccccc2)C(=O)N1c1ccccc1,9,-1,-0.2,-3,-14,3,99,10,4,6
CCOC(=O)C1(CCCc2ccccc2)CCN(C2CCC2)CC1,2,2,-0.4,9,-4,-3,105,5,2,3
Cc1cccc(OCC(O)CN2CC2)c1 (stereo unspecified),-5,-12,0.2,6,-12,-4,99,2,2,3
